LDHA block: qHTS assay for inhibitors of human lactate dehydrogenase | 0.15% of 480,000 active | purified LDHA, NADH/diaphorase-resazurin fluorescence; hits give low values | activity change, % (values are at about 110 or 230 µM) | AID 1347041, 2019; in the data active = activity change below about -30%; inconclusive = mostly about -25% to -30%;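 also: plate controls were DMSO wells for no effect and wells without enzyme for full effect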
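LDH5 2 nM; NADH 0.06 mM, pyruvate 0.2 mM; 200 mM Tris pH 7.4, EDTA, Tween-20; 5 min RT. Detection: diaphorase 0.133 mg/mL + resazurin 37 µM, fluorescence ex540/em590 at 0 and 20 min; normalized to enzyme-free and DMSO wells.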
Numbers without * were called inactive; u = inconclusive. This is a subset; rates above refer to the full screens.

SMILES	LDHA block
Brc1ccc(-c2noc(CCc3nc4ccccc4[nH]3)n2)cc1	-2
Cc1ccc(C)c(Nc2nc(-c3ccccc3)cs2)c1	6
Cc1cccc(CSc2nnc(COc3ccc(Cl)c(C)c3)n2C)c1	-5
COc1ccccc1NC(=O)CSc1nc2c(=O)[nH]cnc2n1-c1ccc(C)cc1	5
O=C(Nc1ccc2c(c1)Cc1ccccc1-2)c1ccc2c(c1)OCCO2	13
CCOC(=O)c1cccc(Nc2nc3ccccc3nc2NS(=O)(=O)c2ccccc2)c1	-3
CC(C)C[C@@H]1COc2cc(N3CCC[C@@H]3CO)ccc2S(=O)(=O)N1	-1
Fc1ccc(-c2nnc(CCl)o2)cc1	-6
O=C(c1nn(Cc2ccccc2)c(=O)c2ccccc12)N1CCN(c2ccc(O)cc2)CC1	16
CC(C)CNC(=O)C1C(=O)Nc2ccccc2C(=O)N1C(C)(C)C (stereo not drawn)	3
O=C(CCc1nc2ccccc2c(=O)[nH]1)Nc1cccc(O)c1	2
COc1ccc(-c2noc(CSc3nc4ccccc4o3)n2)cc1	16
CC(=O)NC(C)C(=O)NC(C)c1cccc(Cl)c1 (stereo not drawn)	14
CCC(NC(=O)Cc1ccc2c(c1)CCC2)c1ccc(Br)cc1 (stereo not drawn)	8
CC(=O)c1cccc(NC(=O)COC(=O)Cc2cccc3ccccc23)c1	-5
COc1ccc(CN2CCCCCC2c2cccs2)c(OC)c1 (stereo not drawn)	-2
O=C(NCC(O)c1ccc(F)cc1F)c1ccc(=O)[nH]c1 (stereo not drawn)	11
O=C(Nc1ccc(F)c(F)c1)c1ccc(-c2ccccc2)cc1	-1
CCn1c(=O)c(=O)[nH]c2cc(C(=O)N3CCC4(CC3)OCCO4)ccc21	9
Cc1ccc(N=Cc2ccc[nH]2)cc1I	-23
CCOC(=O)C1=C(N)Oc2c(oc(CO)cc2=O)C1c1cc(Cl)ccc1Cl (stereo not drawn)	u
O=C(O)/C=C/c1ccc(-c2ccccc2)o1	10
Cn1ccnc1SCC(=O)NC(C)(C#N)C1CC1 (stereo not drawn)	-15
Cc1ccc(OCCN(C)C(=O)COc2ccc3c(C)cc(=O)oc3c2)cc1	8
O=C(N(Cc1ccc2cc[nH]c2c1)C1CC1)C12CC3CC(CC(C3)C1)C2	1
Cc1c(-c2ccccc2)oc2c(C(=O)NC(C)C)cccc2c1=O	3
CCc1ccc(NC(=O)Cn2nc3c(cc2=O)CC(C)CC3)cc1 (stereo not drawn)	4
O=C(CCCC(=O)N1CCN(C(=O)c2cc3ccccc3[nH]2)CC1)N1CCCCC1	-6
Cc1cc(C(=O)NC(C)c2cccc(Cl)c2)c2cnn(C(C)C)c2n1 (stereo not drawn)	-1
Cc1ccc(N2CCN(C(=O)C(=O)c3ccc(F)c(F)c3)CC2)cc1	2
CCC(C)[C@H](NC(=O)[C@@H]1Cc2ccccc2CN1)C(=O)NC1CCCC1 (stereo partly drawn)	-4
Cc1ccc2nc(C)c(C(=O)N3CCC(CN(C)C(C)C)CC3)cc2c1	-18
CSCCC(NC(=O)Cc1ccc2c(c1)CCCC2)c1nc2ccccc2[nH]1 (stereo not drawn)	-1
Cc1nn2c(NCCN(C)C)cc(C(C)C)nc2c1-c1ccccc1	7
CC(C)CN1CCC(NC(=O)N(C)Cc2ccc(C(F)(F)F)cc2)CC1	8
O=c1oc2ccccc2c(NC2CCCCC2)c1NS(=O)(=O)c1ccc(Br)s1	7
COc1ccc(C2c3c(N)nc(Cc4ccccc4)nc3Oc3ccc4ccccc4c32)cc1OC (stereo not drawn)	2
Cc1cc2c(c(=O)n1Cc1ccccn1)C(c1cc3c(cc1Br)OCO3)C(C#N)=C(N)O2 (stereo not drawn)	-7
COc1nc(C(=O)NCC(=O)NC(C)(C)C)cc2ccccc12	3
Cc1ccc(C)c(CN2CCN(c3nc4c(c(=O)[nH]c(=O)n4C)n3Cc3ccccc3F)CC2)c1	-1
Cc1cc(C(=O)NC(C)c2cccc(OC(F)F)c2)sc1C (stereo not drawn)	5
COc1ccc(C(=O)C(C(=O)C(F)(F)F)C23CC4CC(CC(C4)C2)C3)cc1OC (stereo not drawn)	14
Cc1ccc(SCc2nc(-c3ccc(C(=O)NCCCN4CCOCC4)cc3)oc2C)cc1	-18
C=CCN(CCC(=O)NC(=O)NC)Cc1ccccc1	3
CC(C)c1ccccc1NC(=O)C1CC=CCC1 (stereo not drawn)	4
Cc1cccc(Nc2nc(-c3ccc([N+](=O)[O-])cc3)cs2)c1	2
CCc1nc(C)ccc1O	-13
CC(=O)NNC(=S)Nc1cc(Cl)ccc1Cl	1
Cc1ccc2c(c1)-c1nc(SCC(=O)Nc3cc(F)ccc3C)ncc1S(=O)(=O)N2C	-14
CCCNc1c(NC(=O)Nc2ccccc2Cl)c(=O)oc2ccccc12	0
CC(C)CNC(=O)COC(=O)Cc1nn(C)c(=O)c2ccccc12	8
O=S(=O)(NCCCn1ccc2ccccc21)c1ccccc1F	5
O=C(CSC1=Nc2ccccc2C2=NC(c3ccccc3)C(=O)N12)Nc1ccccc1Cl (stereo not drawn)	7
CCC(CC)NC(=O)Cc1c(C)[nH]c2ccc(F)cc12	1
CCNc1c(NC(=O)C(C)(C)C)c(=O)oc2ccccc12	1
Cc1cccc(CSc2nnc(C3CCN(C(=O)OC(C)(C)C)CC3)o2)c1	4
COc1ccc2c(=O)c(Oc3ccccc3OC)c(C)oc2c1	-16
CC(Oc1cccc(F)c1)C(=O)NCCc1ccccn1 (stereo not drawn)	-3
CC(C)CNc1ncnc2c1sc1nc(C(C)C)c3c(c12)CC(C)(C)OC3	12
FC(F)(F)c1cnc(Sc2nnc(C3CC3)n2C2CC2)c(Cl)c1	-1

Not a retest: entries from further up.
SMILES	LDHA block
Cc1nn2c(NCCN(C)C)cc(C(C)C)nc2c1-c1ccccc1	7
CC(C)CN1CCC(NC(=O)N(C)Cc2ccc(C(F)(F)F)cc2)CC1	8
O=c1oc2ccccc2c(NC2CCCCC2)c1NS(=O)(=O)c1ccc(Br)s1	7
COc1ccc(C2c3c(N)nc(Cc4ccccc4)nc3Oc3ccc4ccccc4c32)cc1OC (stereo not drawn)	2
Cc1cc2c(c(=O)n1Cc1ccccn1)C(c1cc3c(cc1Br)OCO3)C(C#N)=C(N)O2 (stereo not drawn)	-7
COc1nc(C(=O)NCC(=O)NC(C)(C)C)cc2ccccc12	3
Cc1ccc(C)c(CN2CCN(c3nc4c(c(=O)[nH]c(=O)n4C)n3Cc3ccccc3F)CC2)c1	-1
Cc1cc(C(=O)NC(C)c2cccc(OC(F)F)c2)sc1C (stereo not drawn)	5
COc1ccc(C(=O)C(C(=O)C(F)(F)F)C23CC4CC(CC(C4)C2)C3)cc1OC (stereo not drawn)	14
Cc1ccc(SCc2nc(-c3ccc(C(=O)NCCCN4CCOCC4)cc3)oc2C)cc1	-18
C=CCN(CCC(=O)NC(=O)NC)Cc1ccccc1	3
CC(C)c1ccccc1NC(=O)C1CC=CCC1 (stereo not drawn)	4
Cc1cccc(Nc2nc(-c3ccc([N+](=O)[O-])cc3)cs2)c1	2
CCc1nc(C)ccc1O	-13
CC(=O)NNC(=S)Nc1cc(Cl)ccc1Cl	1
Cc1ccc2c(c1)-c1nc(SCC(=O)Nc3cc(F)ccc3C)ncc1S(=O)(=O)N2C	-14
CCCNc1c(NC(=O)Nc2ccccc2Cl)c(=O)oc2ccccc12	0
CC(C)CNC(=O)COC(=O)Cc1nn(C)c(=O)c2ccccc12	8
O=S(=O)(NCCCn1ccc2ccccc21)c1ccccc1F	5
O=C(CSC1=Nc2ccccc2C2=NC(c3ccccc3)C(=O)N12)Nc1ccccc1Cl (stereo not drawn)	7
CCC(CC)NC(=O)Cc1c(C)[nH]c2ccc(F)cc12	1
CCNc1c(NC(=O)C(C)(C)C)c(=O)oc2ccccc12	1
Cc1cccc(CSc2nnc(C3CCN(C(=O)OC(C)(C)C)CC3)o2)c1	4
COc1ccc2c(=O)c(Oc3ccccc3OC)c(C)oc2c1	-16

In a second layout: entries from further up.
Molecule,LDHA block
Cc1cc(C(=O)NC(C)c2cccc(Cl)c2)c2cnn(C(C)C)c2n1 (stereo not drawn),-1
COc1nc(C(=O)NCC(=O)NC(C)(C)C)cc2ccccc12,3

The listing continues:
SMILES	LDHA block
O=C(CN1CCCc2ccccc21)Nc1cccc2nsnc12	11
CN(Cc1ccccc1)S(=O)(=O)c1ccc2c(c1)NC(=O)CS2	0
COC(=O)c1cc(OC)ccc1OCC(=O)NCC(F)(F)F	1
COc1ccccc1CNC(=O)CSc1nnc(-c2ccco2)n1C	2
Cc1ccc(C(=O)COC(=O)c2ccccc2-c2ccccc2)cc1C	0
Cc1ccccc1COC(=O)c1cnccn1	0
Cc1nnc2c3cnn(-c4ccccc4)c3ncn12	-1
CCCCC(CC)CNC(=O)c1nccnc1N (stereo not drawn)	0
COc1ccc(S(=O)(=O)NCCN2CCCCC2)cc1F	-6
COC(=O)[C@@]1(Cc2ccc(F)cc2)[C@H]2c3cc(C(=O)N4CCCC4)n(CCF)c3C[C@H]2CN1C(=O)c1ccccc1	-4
Cc1cccc(-c2nc3cc(NC(=O)/C=C/c4ccco4)ccc3o2)c1	3
Cc1ccccc1C(CC(=O)Nc1ccc(-c2ccno2)cc1)n1cccc1 (stereo not drawn)	-9
Cc1[nH]c2ccccc2c1C(=O)Cn1cc(S(=O)(=O)N2CCCC2)ccc1=O	-1
O=C1NC2(CCCC2)C(=O)N1Cc1coc(-c2cccs2)n1	0
Cc1ccc(NC(=O)c2ccc(Cl)c(Cl)c2)nc1	3
CCCOc1ccc(CN(C(=O)c2cc(=O)c3cc(Cl)ccc3o2)C2CCS(=O)(=O)C2)cc1 (stereo not drawn)	-3
Cc1ccc(C(=O)O)cc1NC(=O)c1cccc(C(=O)Nc2cc(C(=O)O)ccc2C)c1	9
O=C(NCCNc1ccc2ccccc2n1)Nc1cccc2ccccc12	84
COc1ccc(S(=O)(=O)NCC2CCC(C(=O)N[C@@H](C)C(=O)NCc3ccco3)CC2)cc1 (stereo partly drawn)	2
CCCC(=O)NC1CCN(c2ccccc2S(=O)(=O)C(F)(F)F)CC1	2
Cc1nn(CC(O)c2ccccc2F)c(=O)c2ccccc12 (stereo not drawn)	-11
COc1ccccc1N1C(=O)c2ccccc2NC1c1cn(C)c(=O)n(C)c1=O (stereo not drawn)	-4
O=C(CCSc1ccccc1F)Nc1cccc(-n2cnnn2)c1	-2
CCCNc1nc(N(C)C)nc(-n2cnc(SCC(=O)OCC)n2)n1	-6
Cc1ccc(CS(=O)Cc2ccc(F)cc2)cc1 (stereo not drawn)	10
Cc1ccc(NC(=O)Nc2nnc(C3CCCC3)s2)cc1	1
CC(C)n1nc(C(=O)N[C@@H](Cc2ccccc2)C(=O)O)c2ccccc2c1=O	1
Cc1ccc(-c2cc(C(=O)N3CCOCC3)c3ccccc3n2)c(C)c1	-3
CC(CCc1ccccc1)NC(=O)N1CCN(S(=O)(=O)c2ccccc2C#N)CC1 (stereo not drawn)	0
O=C1CC(c2cc(Cl)ccc2F)c2c(n3c(nc4ccccc43)[nH]c2=O)N1 (stereo not drawn)	9
Cc1cc(O)c2c(C)c(CC(=O)Nc3nc4ccccc4[nH]3)c(=O)oc2c1	-1
CC1CSc2ccc(S(=O)(=O)NC3CCN(Cc4ccccc4)CC3)cc2NC1=O (stereo not drawn)	1
CN(CC(=O)Nc1ccc2c(c1)OC1(CCCCC1)O2)Cc1cccs1	18
Cc1cccc(-c2cc(C(=O)O)c3ccccc3n2)c1	4
Cc1ccc(N2N=C(c3ccccc3)CCC2=O)cc1	1
CCOC(=O)c1cc(-c2ccco2)nc2c1c(C)nn2-c1ccccc1Cl	0
CC1(C)C(c2ccc(Cl)cc2)=[N+]([O-])C(C)(C)N1O	4
N#Cc1ccccc1OCc1ccc(C(N)=O)cc1	0
COc1cccc(NC(=O)C(C)OC(=O)c2ccc3ccccc3n2)c1 (stereo not drawn)	-1
O=C(Cc1cccs1)N/N=C/c1c2ccccc2cc2ccccc12	19
CC(C)[C@H](NC(=O)OC(C)(C)C)c1cc(C(=O)NCCO)c(N)s1	2
Cc1ccc(C(=O)C(O)NC(=O)c2ccccc2)cc1 (stereo not drawn)	1
COP(=O)(OC)c1nc(-c2ccc(C)cc2)oc1NCc1ccco1	8
O=C(Nc1ccc(F)c(F)c1F)C12CC3CC(CC(Cl)(C3)C1)C2	-4
Cc1nn(C)c(C)c1Nc1ccc(S(=O)(=O)NC(C)C)cc1[N+](=O)[O-]	3
O=C(COC(=O)C1CCOCC1)c1ccc[nH]1	1
O=C(O)Cc1ccc2c(c1)[nH]c1ccccc12	0
Cc1ccc(OCCC(=O)Nc2c(C)nn(C)c2C)cc1C	3
NC(=O)c1ccc(CN(CCc2cccs2)Cc2cccs2)cc1	8
O=C(CSc1nnnn1-c1ccccc1)c1ccc(Br)s1	9
Cc1ccc2nc(CSc3ccc4ccccc4n3)cc(=O)n2c1	8
O=C(NCC1(c2ccc(F)cc2)CC1)C1CCN(C(=O)CCc2ccccc2)CC1	8
Cc1ccc(Cl)cc1NC(=O)C1CCCCC1	5
C/C=C/Cn1c(SCCCCC)nc2c1c(=O)[nH]c(=O)n2C	7
Cc1ccc2oc(-c3ccc(C)c(NC(=O)c4ccc([N+](=O)[O-])o4)c3)nc2c1	5
Cc1cc(OCC(=O)NCCCO)c2c(C)c(C)c(=O)oc2c1	6
Oc1ccc(/C=C/c2nc3c(ccc4ccccc43)s2)cc1	8
Cc1ccc(-c2nc3ccccc3n2Cc2cccc(F)c2)o1	3
Cc1nc2ncnn2c(C)c1CCC(=O)Nc1cccc(S(=O)(=O)N2CCOCC2)c1	-17
CCCOC(=O)c1ccc(NC(=O)CSc2nc(=O)[nH]nc2C)cc1	20
New compounds follow:
SMILES	LDHA block
O=C(CN1CCN(C(=O)c2cc(-c3ccccc3)nc3ccccc23)CC1)NC1CC1	-5
CS(=O)(=O)c1ccc2nc(NC(=O)CSCc3ccc(Cl)cc3)sc2c1	4
O=C(CN1CCOCC1)N1CCCN(S(=O)(=O)c2ccccc2)C1c1ccccc1 (stereo not drawn)	2
CC(C)N(C(=O)CC(C#N)(CC(=O)N(C(C)C)C(C)C)c1nc2ccccc2s1)C(C)C	11
Fc1cccc(C=Nc2cccc3c(N=Cc4cccc(F)c4)cccc23)c1	17
CCOC(=O)c1cnc2ccc(Cl)cc2c1Nc1ccccc1OCC	-5

Source: PubChem BioAssay (National Center for Advancing Translational Sciences (NCATS))
